Bioassay records deposited in PubChem by Broad Institute.
BL2 CD40 inh: CD40 pathway inhibition in BL2 cells; BL2 NF-kB luciferase reporter, CD40L-induced, 4 h; inhibition, % at 10 µM; hit rate 0.94% among 83,000; AID 1053188;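 active means mean inhibition of at least 50% with a set share of replicates also reaching that level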;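 further: 0% = neutral control wells and 100% = IKK inhibitor VII at 50 µM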
Numbers without * were called inactive; & = joins results of further samples; [ ] = another dose, or the depositor's remark.

SMILES	BL2 CD40 inh
Cc1noc(C)c1NC(=O)Nc1ccc2c(c1)C(=O)N([C@@H](C)CO)C[C@H](C)[C@H](CN(C)Cc1ccc3c(c1)OCO3)OCCCC[C@@H](C)O2	1.7[25 µM]
N#C[C@@H]1[C@H](c2ccc(C3=CCCC3)cc2)[C@@H](CO)N1C(=O)Cc1ccncc1	1.6[25 µM]
O=C(Nc1ccc(C(=O)N2CCOCC2)cc1)c1ccccc1Cl	-5.1
CCCC(=O)N1CC2(CN(Cc3nccs3)C2)c2c([nH]c3cc(OC)ccc23)[C@H]1CO	-18.8[25 µM]
c1ccc(N2CC[N+]3(CCCC3)CC2)nc1	8.8
N#Cc1cnn2ccc(-c3ccc4c(c3)CCC4)nc12	-60.8
Cc1ccc(S(=O)(=O)N2CC(O)C[C@H]2C(=O)OCC(=O)Nc2ccc(N3CCCCC3)cc2)cc1C (stereo not given in full)	-19.7
Cc1sc2ncnc(SCC#N)c2c1C	5.7
COc1ccc(CCNC(=O)C2CC2)cc1OC	0.1
CCCN1C[C@@H](C)[C@@H](OC)CN(C)C(=O)c2cc(NC(=O)NC3CCCC3)ccc2OC[C@H]1C	-3.1
O=C(Cc1ccncc1)Nc1ccc2c(c1)[C@H]1C[C@@H](CC(=O)N3CCc4ccccc4C3)O[C@H](CO)[C@H]1O2	9.8[25 µM]
CCOC(=O)c1c(C)c(C(=O)NCc2cccnc2)c(C)n1C	11.5
O=C(c1ccc(F)cc1)N1CC(=O)N2[C@H](CO)[C@@H](c3ccc(C#CCC4CCCC4)cc3)[C@H]2C1	19.8[25 µM]
O=C(Nc1ccccn1)c1cc(-c2cccc(Cl)c2)nc2ccccc12	1.0
CCCCn1c(N)c(N(CC(C)C)C(=O)c2ccc(Cl)c(S(=O)(=O)N3CCCC3)c2)c(=O)[nH]c1=O	2.6
CO[C@@H]1CN(C)C(=O)c2cc(NC(=O)c3nc4ccccc4s3)ccc2OC[C@@H](C)N(Cc2cccnc2)C[C@@H]1C	-3.9
C/C=C/c1ccc(C2[C@H]3CNC[C@@H]2N3Cc2nccs2)cc1 (stereo not given in full)	-8.9&4.1[25 µM]
O=C(Nc1ccn(Cc2ccccc2)n1)c1cccc(Cn2cc([N+](=O)[O-])cn2)c1	-7.6
C/C(CC(=O)Nc1ccc2c(c1)OCO2)=N\NC(=O)c1ccccc1N	-13.7
O=S(=O)(Nc1nc2cc3c(cc2nc1Cl)OCCO3)c1ccccc1	2.2
CCCNC(=O)N1[C@H](CO)[C@@H](c2ccc(-c3ccccc3F)cc2)[C@@H]1C#N	7.5[25 µM]
CC(=O)c1cnc(-c2ccccn2)s1	-9.1
COc1ccc(-c2ccc3c(c2)[C@@H]2[C@@H](CCN2C(=O)C2CCOCC2)[C@H](CO)N3C)cc1	-9.5[25 µM]
CCOC(=O)C1CCN(CC(=O)N2CCc3ccccc32)CC1	12.9
CN(c1ccc(C(=O)N2CCN(Cc3ccccc3)CC2)cc1)S(=O)(=O)c1ccccc1	9.5
SMILES	BL2 CD40 inh
COc1cccc(OC(=O)c2ccccc2)c1OC(=O)c1ccccc1	-2.3
CCCCSCCCNC(=O)Nc1ccc(CC)cc1	-3.7
COc1ccccc1OC(C)C(=O)NNC(=S)NC1CCCC1 (stereo not given)	16.0
Cc1sc2c(c1C)CN(Cc1ccco1)CN2C(=O)c1ccccc1	-30.5
CCCN1CCN(C(=O)c2ccc3[nH]c(C)c(C)c3c2)CC1	2.9
CCS(=O)(=O)c1ccc2c(c1)NC(=O)C(CCO)O2 (stereo not given)	-7.3
CCSc1nnc(NC(=O)CSc2nc3c(c(=O)n2-c2ccccc2OC)SCC3)s1	8.5
OC(COc1ccc2ccccc2c1)CN1CCN(c2ccc(F)cc2)CC1 (stereo not given)	5.6
COc1cc(C2NCCc3c2[nH]c2ccccc32)ccc1OC(C)C (stereo not given)	-7.3
O=C(CN(c1ccc2c(c1)OCCO2)S(=O)(=O)c1ccccc1)N1CCN(Cc2ccccc2)CC1	0.4
COc1ccc(CN(C)C(=O)/C=C/c2ccc(S(=O)(=O)N3CCCCCC3)cc2)cc1	10.0
C[C@@H]1CN([C@@H](C)CO)C(=O)c2cccc(NS(=O)(=O)c3ccc(Cl)cc3)c2O[C@@H]1CN(C)C(=O)Nc1ccc2c(c1)OCO2	-4.6[25 µM]
N#C[C@H]1[C@@H](c2ccc(C3=CCCCC3)cc2)[C@@H](CO)N1C(=O)c1ccccn1	-11.6
COc1ccc(C[C@@H]2CCn3cc(nn3)COC[C@H](C)NC2=O)cc1	3.3[25 µM]
CN(C)S(=O)(=O)c1ccc2c(c1)nc(CCC(=O)O)n2C	2.6
CC1(CCC(=O)O)C(=O)CCC2C1CCC1(C)C2CCC1(C)O (stereo not given)	0.5
CCCCS(=O)c1snnc1C (stereo not given)	11.3
C[C@@H]1CN([C@@H](C)CO)C(=O)CCCn2nncc2CO[C@@H]1CN(C)Cc1ccc2c(c1)OCCO2	-7.0
CC(C)[C@H](NC(=O)c1ccccc1)C(=O)O	5.9
O=C(NCc1ccccc1Cl)c1ccc2sc([C@H]3C[C@H](O)[C@@H](CO)O3)nc2c1	-3.7
CCC(=O)c1ccc(OCC(=O)OCC(=O)c2c(N)n(C)c(=O)n(C)c2=O)cc1	6.5
Cc1ccc(-n2c(SCc3cccc(F)c3)nnc2-c2cccc(C)c2)cc1	17.8
CN1C(=O)c2cc(NC(=O)C3CCCCC3)ccc2OC[C@H]2O[C@@H](CC(=O)NCC3CCCCC3)CC[C@H]21	5.5
CN1CCC(N(C)C(=O)c2sc3cc(F)ccc3c2Cl)CC1	-6.3
c1ccc2sc(NCC3CCCO3)nc2c1 (stereo not given)	-72.7

For reference, 5 of the compounds above.
SMILES	BL2 CD40 inh
COc1cc(C2NCCc3c2[nH]c2ccccc32)ccc1OC(C)C (stereo not given)	-7.3
O=C(CN(c1ccc2c(c1)OCCO2)S(=O)(=O)c1ccccc1)N1CCN(Cc2ccccc2)CC1	0.4
COc1ccc(CN(C)C(=O)/C=C/c2ccc(S(=O)(=O)N3CCCCCC3)cc2)cc1	10.0
C[C@@H]1CN([C@@H](C)CO)C(=O)c2cccc(NS(=O)(=O)c3ccc(Cl)cc3)c2O[C@@H]1CN(C)C(=O)Nc1ccc2c(c1)OCO2	-4.6[25 µM]
N#C[C@H]1[C@@H](c2ccc(C3=CCCCC3)cc2)[C@@H](CO)N1C(=O)c1ccccn1	-11.6

More entries
SMILES	BL2 CD40 inh
O=C(Nc1ccc(N2CCN(C(=O)c3ccccc3)CC2)cc1)c1ccc2c(c1)OCO2	0.5
Cc1ccc(C)c(S(=O)(=O)N2CCCCC2CCNC(=O)C(=O)NC2CC2)c1 (stereo not given)	3.9
Cc1nc2sc(C(=O)c3ccccc3)c(N)c2c2c1CCCC2	-111.5
CCCc1ccc(NC(C)C(=O)Nc2ccc(S(=O)(=O)N3CCOCC3)cc2)cc1 (stereo not given)	3.2
CCCc1cn(CC[C@H]2CC[C@@H](NC(=O)Cc3cccnc3)[C@H](CO)O2)nn1	-2.8
C[C@H](CO)N1C[C@H](C)[C@@H](CN(C)S(=O)(=O)c2ccc(C#N)cc2)OCc2ccccc2-c2c(n(C)c3ccccc23)C1=O	1.6
O=C(Cc1ccncc1)NCC[C@@H]1CC[C@@H](NC(=O)C2CCCC2)[C@H](CO)O1	5.6
Cc1cccn2c(CN(C)C3CCOC3)c(C(=O)N3CCCCC3)nc12 (stereo not given)	15.9
CC(=O)N1c2ccc(S(=O)(=O)N3CCC(C(=O)N4CCCCC4)CC3)cc2CC1C (stereo not given)	10.1
COc1ccccc1NC(=O)C(C)OC(=O)C1CCN(S(=O)(=O)c2ccc(C)c(C)c2)CC1 (stereo not given)	11.9
CSCCC(Nc1ncnc2ccc(Br)cc12)C(=O)O (stereo not given)	3.2
Cc1nc(SCC(=O)N(C)C2CCS(=O)(=O)C2)c2ccccc2n1 (stereo not given)	12.3
O=C(O)c1cnccn1	2.6
COCCNC[C@@H]1[C@@H](c2ccccc2)[C@@H](CO)N1c1nc(C)c(C)s1	3.8[25 µM]
CN1c2ccc(-c3ccccc3)cc2[C@H]2[C@H](CCN2C(=O)CC2CC2)[C@@H]1CO	-15.5[25 µM]
Cc1onc(-c2ccccc2Cl)c1C(=O)Nc1ncn[nH]1	0.6
CC(=O)Nc1ccc(/C=C/c2nc(-c3ccccc3O)n[nH]2)cc1	-0.8
Cc1noc(C)c1COC(=O)C1CCN(C(=O)c2ccc(Cl)cc2)CC1	0.5
O=C(COc1ccccc1)NCCSc1ccccc1	-55.1
Cc1cnc(C(=O)OCC(=O)c2ccc[nH]2)cn1	10.9
O=C(C[n+]1ccc(C(=O)c2ccccc2)cc1)Nc1ccccc1OC(F)F	-0.3
CC1CCCCN1CCCNC(=O)C1CCN(c2nnc(-n3cccc3)s2)CC1 (stereo not given)	2.4
O=C(C1COc2ccccc2O1)N1CCN(c2ccccn2)CC1 (stereo not given)	13.3
Cc1cccc(OCC(=O)Nc2ccc(C(=O)c3ccc(C(=O)O)cc3)cc2)c1	-4.5
Cc1onc(-c2ccccc2)c1C(=O)Nc1ccccc1N1CCOCC1	2.3

Looked up above:
BL2 CD40 inh, `Cc1cccn2c(CN(C)C3CCOC3)c(C(=O)N3CCCCC3)nc12` (stereo not given) is entered as 15.9
BL2 CD40 inh, `O=C(COc1ccccc1)NCCSc1ccccc1` is entered as -55.1

New compounds follow.
SMILES	BL2 CD40 inh
N#C[C@@H]1[C@@H](c2ccccc2)[C@H](CO)N1C(=O)c1ccc2c(c1)OCO2	8.8[25 µM]
CNC[C@@H]1OCCCC[C@H](C)Oc2ccc(NS(=O)(=O)c3ccc(F)cc3)cc2C(=O)N([C@@H](C)CO)C[C@H]1C	-8.1[25 µM]
O=C(NCCCN1CCCC1=O)c1ccc(NS(=O)(=O)c2ccccc2)cc1	12.5
COc1ccc(S(=O)(=O)Nc2ccc3c(c2)C(=O)N([C@@H](C)CO)C[C@@H](C)[C@H](CN(C)S(=O)(=O)c2ccc(Cl)cc2)OCCCC[C@H](C)O3)cc1	32.9[25 µM]
O=C(c1cn(-c2ccccc2)nc1-c1cccs1)N1CCOCC1	-10.6
CCC(=O)N1[C@@H]2Cn3c(cccc3=O)[C@H]1[C@@H](C(=O)NC1CCCC1)[C@@H]2CO	1.6
CS(=O)(=O)N1C[C@@H](O)COC[C@@H]2O[C@H](CC(=O)NCc3ccccc3)CC[C@H]21	6.0[25 µM]
COc1ccc(C2C(=O)N(CCc3ccccc3)CC(=O)N2C2CCCCC2)cc1 (stereo not given)	-28.9
C[C@@H](NC(=O)C[C@H]1C[C@H]2c3cc(NC(=O)NC4CCCC4)ccc3O[C@H]2[C@H](CO)O1)c1ccccc1	2.7
COc1cccc(Cn2c(=O)c3ccccc3n3nc(C)cc23)c1	15.7
O=C(CN1C(=O)NC2(CCCCC2)C1=O)Nc1cccc(S(=O)(=O)N2CCCC2)c1	13.1
CCOC(=O)c1ccc(N2C(=O)C(CC(N)=O)N(CCc3ccc(OC)c(OC)c3)C2=S)cc1 (stereo not given)	2.9
Cc1occc1C(=O)Nc1nnc(C2CCCCC2)s1	-87.1
CO[C@@H](C(=O)N(C)C[C@@H]1OCc2ccccc2-c2c(n(C)c3ccccc23)C(=O)N([C@H](C)CO)C[C@@H]1C)c1ccccc1	-21.3[25 µM]
Cc1cc(C(F)(F)F)n(-c2nc(C(=O)O)cs2)n1	-5.2
Cc1ccccc1OCC(=O)NNC(=O)Cn1[nH]c(=O)c2ccccc2c1=O	-9.2
CCN(C[C@H]1N[C@@H](CO)[C@@H]1c1ccc(-c2cccc(F)c2)cc1)C(=O)COC	-10.6[25 µM]
COc1ccccc1S(=O)(=O)N1[C@@H]2CNC[C@H]1C2c1ccc(-c2cccnc2)cc1 (stereo not given in full)	0.2&4.6
Nc1nc2n(n1)C(=O)CC(c1ccc(Cl)cc1)N2 (stereo not given)	3.8
Cc1ccc(NC(=O)C2CC(=O)NC(N3CCc4ccccc43)=N2)cc1 (stereo not given)	-0.2
COc1ccc(CCCC(=O)N/N=C/c2ccc(C)cc2)cc1	2.6
CCCn1nnc(NC(=O)c2ccc3c(c2)OCO3)n1	-76.1
Cc1noc(C)c1CSCC(=O)N(CC(C)C)c1c(N)n(Cc2ccccc2)c(=O)[nH]c1=O	8.8
O=C(Nc1ccncc1)C1CCN(S(=O)(=O)c2cccs2)CC1	8.3
Cc1ccc(N(C(=O)c2ccncc2)C2C=CS(=O)(=O)C2)cc1 (stereo not given)	8.5

A different layout for some results above:
CCN(C[C@H]1N[C@@H](CO)[C@@H]1c1ccc(-c2cccc(F)c2)cc1)C(=O)COC
  BL2 CD40 inh = -10.6[25 µM]

Cc1ccc(N(C(=O)c2ccncc2)C2C=CS(=O)(=O)C2)cc1 (stereo not given)
  BL2 CD40 inh = 8.5

CCCn1nnc(NC(=O)c2ccc3c(c2)OCO3)n1
  BL2 CD40 inh = -76.1

Next section:
SMILES	BL2 CD40 inh
O=C(Nc1ccccc1-c1nc2ccccc2s1)c1cccnc1	12.5
CSc1cccc(N2CC(C(=O)N3CCN(S(=O)(=O)c4ccccc4Cl)CC3)CC2=O)c1 (stereo not given)	5.4
CNS(=O)(=O)c1ccc2ccccc2c1	8.6
Cc1ccc(NC(=O)CCS(=O)(=O)c2ccccc2)cc1S(=O)(=O)N1CCCCCC1	-6.9
O=C(c1cccc(F)c1)N1CC[C@@H]2[C@@H](CO)Nc3ccc(C#Cc4cccc(F)c4)cc3[C@@H]21	2.3
COc1ccc(C(=O)CCC(=O)O)cc1	9.3
CCOc1ccc2oc(-c3ccccc3)c(C(=O)N3CCN(C)CC3)c2c1	7.6
CC(=O)NCc1ccc(-c2csc(NC(=O)CCc3nc4ccccc4c(=O)[nH]3)n2)s1	4.5
Cc1ccccc1C(=O)NCC(=O)OCCOc1ccc(C(C)C)c(C)c1	-4.1
N#C[C@@H]1[C@@H](c2ccccc2C2=CCCCC2)[C@H](CO)N1S(=O)(=O)c1ccccc1	6.1[25 µM]

Part of the list above, set out differently:
canonical_smiles,BL2 CD40 inh
Cc1ccc(NC(=O)CCS(=O)(=O)c2ccccc2)cc1S(=O)(=O)N1CCCCCC1,-6.9
O=C(c1cccc(F)c1)N1CC[C@@H]2[C@@H](CO)Nc3ccc(C#Cc4cccc(F)c4)cc3[C@@H]21,2.3

The list is partial; the hit share may differ from the screen's.
